Screening results deposited in PubChem BioAssay by several laboratories.
PvdQ acylase: P. aeruginosa PvdQ acylase inhibition; hit rate 0.063% among 340,000; purified PvdQ acylase, fluorescence plate reader; inhibition, % at 10 µM; AID 488965; in the data active = inhibition above about 30%, passing the limit was not always enough;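 also: 0% = vehicle neutral wells and 100% = reference inhibitor wells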
HTR5A ag ctr: counter-screen for OPRM1-OPRD1 agonists: human HTR5A agonism. HTR5A agonist assay, luminescence, cell-based. activation, % at 9.3 µM. hit rate 0.61% among 340,000. AID 504692; in the data active = activation mostly above about 9.5%, no sharp cut-off; inactive = mostly below about 7.6%;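 also: 0% = cells with vehicle only and 100% = reference agonist; strong numbers were not always called active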
V-ATPase pH: regulators of yeast V-ATPase proton transport. response, % at 10 µM. hit rate 0.37% among 350,000. S. cerevisiae, pHLuorin cytosolic pH fluorescence. AID 504577; in the data active = response mostly above about 7.3%, no sharp cut-off; inactive = mostly below about 5.4%; also: actives read high; inactives centre near 0; some compounds called inactive have numbers as strong as hits; reference of the scale not given here
CDK5 p35 inh: blocks human CDK5/p35 kinase activity | Recombinant CDK5/p35, ADP-Glo luminescence, 60 min | inhibition, % at 10 µM | hit rate 0.01% among 330,000 | AID 488839;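 active = highest replicate inhibition of at least 50% and at least 75% of replicates reaching 50%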;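 also: plate controls were DMSO neutral control for no effect and GW8510 at 10 µM for full effect; many of its hits are not listed in these tables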
Target sequence (Q00535 whole entry, looked up): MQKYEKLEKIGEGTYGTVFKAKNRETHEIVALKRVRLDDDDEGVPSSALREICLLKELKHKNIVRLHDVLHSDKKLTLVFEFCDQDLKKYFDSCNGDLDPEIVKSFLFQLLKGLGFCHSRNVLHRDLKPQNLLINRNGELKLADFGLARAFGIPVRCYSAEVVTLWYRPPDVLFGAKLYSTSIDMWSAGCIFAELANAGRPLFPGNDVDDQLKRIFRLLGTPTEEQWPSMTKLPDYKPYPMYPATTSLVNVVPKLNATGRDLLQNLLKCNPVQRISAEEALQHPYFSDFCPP
Target sequence (Q15078 whole entry, looked up): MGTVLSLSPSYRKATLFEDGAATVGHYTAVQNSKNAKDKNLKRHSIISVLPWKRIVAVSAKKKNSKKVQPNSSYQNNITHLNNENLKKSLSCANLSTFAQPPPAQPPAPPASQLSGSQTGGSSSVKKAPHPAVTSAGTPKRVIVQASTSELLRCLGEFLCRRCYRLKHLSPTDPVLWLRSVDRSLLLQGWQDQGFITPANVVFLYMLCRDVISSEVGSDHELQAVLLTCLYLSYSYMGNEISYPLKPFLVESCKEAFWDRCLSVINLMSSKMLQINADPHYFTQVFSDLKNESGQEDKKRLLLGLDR
dFosB activator: enhances mouse delta FosB homodimer DNA binding | purified delta FosB, TAMRA-CDK5 oligo fluorescence polarization; percent of positive-control signal above neutral wells | activation, % at 25 µM | hit rate 0.99% among 340,000 | AID 493131;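 active = mean activation above about 17%, with every replicate also reaching it, limit read from the data, passing the limit was not always enough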;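 also: fluorescence polarization rise as delta FosB binds a TAMRA Cdk5 AP-1 oligo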
Target sequence (P13346 whole entry, looked up): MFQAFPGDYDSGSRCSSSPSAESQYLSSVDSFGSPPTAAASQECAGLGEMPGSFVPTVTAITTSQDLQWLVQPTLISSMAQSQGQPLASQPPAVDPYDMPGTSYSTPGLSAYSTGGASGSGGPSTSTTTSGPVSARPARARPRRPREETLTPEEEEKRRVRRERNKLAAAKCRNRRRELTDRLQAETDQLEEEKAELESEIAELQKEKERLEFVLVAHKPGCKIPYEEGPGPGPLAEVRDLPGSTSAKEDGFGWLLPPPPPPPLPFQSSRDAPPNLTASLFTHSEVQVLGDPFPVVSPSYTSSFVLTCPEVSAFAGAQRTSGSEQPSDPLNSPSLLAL
MITF act: MITF TRPM1 promoter activation in melanoma cells. SK-MEL-5 TRPM1-promoter luciferase, 24 h; % of positive control, neutral wells = 0. activation, % at 12.5 µM. hit rate 0.75% among 300,000;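 active = mean activation of at least 80% with every replicate also reaching 80%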;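 also: 0% = neutral control wells and 100% = parthenolide positive control wells; values of inactives mirror those of a sister screen read the other way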
NSD2 HMT inh: blocks human histone methyltransferase NSD2; O96028; NSD2 peptide methylation, AlphaScreen, 120 min; inhibition, % at 12.5 µM; hit rate 0.54% among 310,000; in the data active = inhibition above about 50%
SR-BI DiI inh: inhibitors of mouse SR-BI mediated HDL lipid uptake; Q61009; ldlA[mSR-BI] CHO cells, DiI-HDL uptake fluorescence, 3 h; inhibition, % at 12.5 µM; hit rate 0.96% among 320,000; AID 488896;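 active = mean replicate inhibition of at least 70% and a set share of replicates each scoring 70 or more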;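 also: 0% = median of neutral control wells and 100% = median of positive control wells; values of inactives mirror those of a sister screen read the other way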
Wnt act: Wnt/beta-catenin pathway activation | Wnt/beta-catenin reporter cell assay, activator, plate reader | activation, % at 9.35 µM | hit rate 1.2% among 300,000 | AID 743398; in the data active = activation above about 30%, passing the limit was not always enough;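 also: 0% = neutral control wells and 100% = positive control wells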
HTR5A inv ag: counter-screen for OPRM1-OPRD1 inverse agonists: human HTR5A inverse agonism; inhibition, % at 9.3 µM; hit rate 0.083% among 340,000; HTR5A cell line, luminescence; P47898; AID 504634; in the data active = inhibition mostly above about 23%, no sharp cut-off; inactive = mostly below about 18%;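 also: 0% = cells with DMSO and 100% = no-cell wells with DMSO; some compounds called inactive have numbers as strong as hits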
Starred values were filed as active, the others as inactive; · = no result given.

# | SMILES | PvdQ acylase | HTR5A ag ctr | V-ATPase pH | CDK5 p35 inh | dFosB activator
1 | O=C(COC(=O)/C=C/c1cccc(C(F)(F)F)c1)NCc1ccccc1 | -8 | 1 | -1 | -0.5 | 3
2 | CCC(Oc1ccccc1)C(=O)Nc1nnc(S(=O)(=O)Nc2ccccc2)s1 (centres undefined) | -1 | 8 | 0 | -1.5 | -4
3 | OCC[C@H]1C[C@H](O)[C@@H](O)[C@]2(CCCO2)O1 | 0 | 1 | 4 | 1.1 | 5
4 | COc1cc(/C=N/NC(=O)Cc2ccccc2)ccc1Oc1ccc([N+](=O)[O-])cc1[N+](=O)[O-] | 4 | -2 | 5 | -0.6 | -18
5 | Cc1cc(-c2ccc(/C=N/n3cnnc3)o2)c(C)c([N+](=O)[O-])c1 | -6 | -1 | 0 | -0.1 | 4
6 | CC(C)(C)Sc1ccc(N)nc1 | -7 | -1 | -3 | 2.3 | 4
7 | Cc1ccc(C(=O)NCCCNC(=O)c2ccco2)cc1C | -15 | -1 | -6 | 0.3 | 0
8 | CC(=O)Nc1ccc(S(=O)(=O)N(C)CC(=O)OC(C)C(=O)NC2CCCC2)cc1 (centres undefined) | -13 | 2 | -8 | -1.8 | 4
9 | Cc1ccc2nc(SCC(=O)c3c(N)n(C4CC4)c(=O)[nH]c3=O)[nH]c2c1 | -8 | 3 | 0 | -2.6 | 4
10 | COC(=O)C(CCSC)NC(=O)Cn1ncc2c(=O)oc3ccccc3c21 (centres undefined) | -12 | 1 | 1 | -0.7 | -5
11 | COc1ccc(-n2c(SCC(=O)O)nc3sc4c(c3c2=O)CCCC4)cc1 | 4 | 5 | 2 | 0.9 | -4
12 | O=C(COC(=O)c1cccc(Cl)c1)NC1CCS(=O)(=O)C1 (centres undefined) | -12 | -4 | 2 | -5.0 | -6
13 | CCCN(C(=O)c1cc(S(=O)(=O)N2CCCCC2)ccc1Cl)C1CCS(=O)(=O)C1 (centres undefined) | -9 | 6 | 1 | -3.9 | -2
14 | COCCNC(=O)C(=O)Nc1cc2c3c(c1)CC(=O)N3CCC2 | 5 | 3 | 1 | 1.4 | -2
15 | CCN(CC(=O)Nc1ccc(NC(C)=O)cc1)C(=O)c1cc(-c2ccccc2Cl)nc2ccccc12 | -3 | 6 | 3 | -1.8 | -15

# | MITF act | NSD2 HMT inh | SR-BI DiI inh | Wnt act | HTR5A inv ag
1 | 0 | -1 | -19 | -3 | -25
2 | 0 | · | · | -1 | -22
3 | 1 | · | -10 | 1 | 2
4 | -2 | 2 | 34 | -5 | 6
5 | 39 | 2 | 29 | 1 | 5
6 | 7 | -6 | -8 | · | -23
7 | 4 | 4 | · | -3 | 2
8 | 2 | 0 | -16 | 3 | -5
9 | -6 | 0 | -14 | -1 | -7
10 | -3 | · | -12 | 0 | -4
11 | -13 | -1 | 11 | -1 | -20
12 | 0 | -2 | -10 | -2 | 14
13 | -7 | -2 | -1 | 0 | -2
14 | 1 | -8 | -16 | 1 | -9
15 | · | -4 | 24 | -2 | -13

Other results.
# | SMILES | PvdQ acylase | HTR5A ag ctr | V-ATPase pH | CDK5 p35 inh | dFosB activator
16 | O=C(C[n+]1cc(-c2ccc(Cl)c(Cl)c2)n2c1CCC2)c1cccs1 | 10 | 4 | -3 | 0.7 | -5
17 | Cc1ccc(C2NC(c3ccc(C)cc3)C(C)C(=O)C2C)cc1 (centres undefined) | 11 | 0 | 1 | 1.0 | -2
18 | CN(CC(=O)NC1CCCCC1)S(=O)(=O)c1cccc2nsnc12 | 5 | 3 | -2 | 1.1 | -6
19 | Cc1ccc(C)c(NC(=O)c2cnn(-c3ccccc3)c2C)c1 | -23 | 4 | -6 | -5.2 | -3
20 | COc1cc(CN2CCN(C(O)(c3ccccc3)c3ccccc3)CC2)cc(OC)c1OC | 3 | -1 | 4 | -1.0 | -12
21 | CC(C)C(=O)Nc1nnc(SCC(=O)Nc2ccc3c(c2)OCO3)s1 | -7 | 6 | -2 | -1.7 | -1
22 | O=C(CCSCCc1ccccn1)Nc1ccccn1 | -12 | 8 | -1 | -0.4 | 0
23 | Cc1nnc2sc(-c3ccccn3)nn12 | 0 | 3 | 2 | -0.2 | -4
24 | COc1cc(OC)c(C(=O)OC(C)C(=O)Nc2cccc(C(F)(F)F)c2)cc1OC (centres undefined) | 2 | -3 | -1 | -1.8 | -5
25 | CCN(CC)C(=O)CSc1nc2c(sc(=S)n2-c2ccccc2)c(=O)n1-c1ccc(OC)cc1OC | -12 | -5 | 1 | 1.3 | -10
26 | Cc1cc(C)cc(N(CC(=O)Nc2cc(C)ccc2C)S(=O)(=O)c2c(C)[nH]c(=O)[nH]c2=O)c1 | -11 | 2 | 3 | 2.2 | -9
27 | COC(=O)c1[nH]c2ccc(C)cc2c1NC(=O)Oc1ccccc1 | 8 | 0 | -7 | 0.4 | -10
28 | CCc1ccc(-c2ccc3nnc(SCC(N)=O)n3n2)cc1 | -10 | 0 | 1 | 1.3 | -16
29 | O=C(c1cccs1)N1CCN=C1SCc1ccc(F)cc1 | -8 | 1 | -2 | -1.2 | -13
30 | CCOC(=O)C1C(=O)NC(N2CCOCC2)=NC1C(C)C (centres undefined) | -12 | -1 | 3 | -1.3 | -1

# | MITF act | NSD2 HMT inh | SR-BI DiI inh | Wnt act | HTR5A inv ag
16 | -20 | 2 | 14 | 2 | 4
17 | · | -2 | 0 | 4 | 14
18 | -2 | 0 | -19 | 1 | -12
19 | · | -1 | 12 | 9 | -15
20 | · | 5 | 7 | 0 | 3
21 | -8 | -2 | 6 | · | -15
22 | 7 | -5 | -9 | · | 4
23 | · | -2 | 5 | -3 | 2
24 | 1 | -2 | 21 | · | 12
25 | -8 | 0 | -8 | -5 | 20
26 | 1 | -6 | -6 | 1 | -8
27 | 0 | 3 | 6 | · | 10
28 | 19 | -1 | 3 | 0 | -5
29 | 9 | 8 | · | 37* | -6
30 | · | -2 | -17 | 2 | -15

A few values from the entries so far.
V-ATPase pH result of #21 reads -2
CDK5 p35 inh result of #20 reads -1.0
CDK5 p35 inh result of #30 reads -1.3

(continued)
# | SMILES | PvdQ acylase | HTR5A ag ctr | V-ATPase pH | CDK5 p35 inh | dFosB activator
31 | CCCn1c(N)c(C(=O)CN(C)CC(=O)Nc2ccccc2CC)c(=O)[nH]c1=O | -12 | 0 | 4 | 0.4 | -6
32 | Cc1ccc(-n2ncc(C(=O)O)c2C2CCN(C(=O)OC(C)(C)C)CC2)cc1 | -10 | -2 | 3 | -0.1 | 0
33 | O=C(CN1CCSCC1)N/N=C/c1ccccc1F | -5 | 2 | 0 | -0.7 | 10
34 | N=C1C(c2ccccc2)=C(O)CN1c1ccc2c(c1)OCO2 | -16 | -13 | 3 | 1.0 | 3
35 | CSc1ccc(/C=N/n2c(C)nnc2C)cc1 | 22 | 2 | -1 | -0.6 | 0
36 | Cc1nc2ccccc2nc1N1CCCCC1 | 5 | 4 | -2 | 0.4 | 5
37 | O=C(OCC#CCSc1nnc(-c2cccc3ccccc23)o1)c1cccc2[nH]ccc12 | -15 | -1 | 1 | -1.9 | 1
38 | O=C(N/N=C/c1c[nH]c2ccccc12)c1ccn[nH]1 | -12 | 2 | 0 | -3.0 | 6
39 | COC(=O)c1ccccc1NC(=S)N(Cc1ccc2c(c1)OCO2)Cc1cc2cccc(C)c2[nH]c1=O | -14 | -3 | 3 | -0.3 | -10
40 | O=C(COC(=O)c1c2c(nc3ccccc13)/C(=C\c1cccs1)CCC2)Nc1ccccc1 | 0 | -3 | -1 | -0.9 | 0
41 | COc1ccc(CNC(=O)CS(=O)CC(=O)O)cc1OC (centres undefined) | -3 | 2 | 4 | 0.7 | -2
42 | CC(/C=N/Nc1ccc2nncn2n1)=C\c1ccccc1 | -14 | 3 | -1 | 0.6 | -4
43 | COCCNC(=O)CCCn1c(=O)c2ccccc2n(CC(=O)NCCC2=CCCCC2)c1=O | 0 | 1 | -3 | 0.2 | -4
44 | COC(=O)c1ccc(NC(=O)Cn2nnc3ccccc32)cc1 | -6 | 4 | -1 | -1.2 | -4
45 | COc1ccc(C2=NN(C(=O)c3ccncc3)C(c3ccccc3O)C2)cc1 (centres undefined) | -13 | 7 | -5 | 1.9 | -9

# | MITF act | NSD2 HMT inh | SR-BI DiI inh | Wnt act | HTR5A inv ag
31 | 0 | -1 | -21 | -6 | 0
32 | 9 | -2 | -10 | · | -39
33 | 2 | 17 | -35 | · | 19
34 | 9 | · | -7 | 1 | 31
35 | -4 | 2 | -6 | -9 | -6
36 | 11 | -4 | -15 | 15 | -11
37 | 21 | · | -3 | 1 | -9
38 | 0 | -2 | -28 | -2 | -19
39 | 8 | -1 | 2 | · | 18
40 | 6 | 0 | 47 | -4 | 7
41 | -1 | -1 | -16 | · | -5
42 | 43 | -7 | 16 | 1 | 6
43 | -7 | 1 | -11 | 0 | -12
44 | 54 | -2 | 10 | 24 | 0
45 | 21 | 8 | 21 | 2 | -4

Complete entries as entered above. Screens in order: PvdQ acylase	HTR5A ag ctr	V-ATPase pH	CDK5 p35 inh	dFosB activator	MITF act	NSD2 HMT inh	SR-BI DiI inh	Wnt act	HTR5A inv ag
Shown for Cc1ccc(C(=O)NCCCNC(=O)c2ccco2)cc1C : -15	-1	-6	0.3	0	4	4	·	-3	2
Shown for CCCn1c(N)c(C(=O)CN(C)CC(=O)Nc2ccccc2CC)c(=O)[nH]c1=O : -12	0	4	0.4	-6	0	-1	-21	-6	0

(list continues)
# | SMILES | PvdQ acylase | HTR5A ag ctr | V-ATPase pH | CDK5 p35 inh | dFosB activator
46 | Cn1ccnc1C(O)c1ccccc1 (centres undefined) | -5 | -1 | -1 | -1.2 | 4
47 | O=S(=O)(NCCOc1cccc2cccnc12)c1ccc(F)cc1 | -5 | 2 | 2 | -2.0 | -8
48 | FC(F)(F)c1ccc(CN2CCN(Cc3ccco3)CC2)cc1 | -7 | 4 | 2 | 2.0 | -2
49 | Cc1cc(C(=O)NCC2CCCCC2)ccc1[N+](=O)[O-] | -14 | 13 | 0 | -2.7 | -8
50 | Cc1ccc(NC(=O)CN2C(=O)S/C(=C\c3ccc(-c4cccc(C(=O)O)c4C)o3)C2=O)cc1C | -6 | -3 | -1 | 1.4 | -7

# | MITF act | NSD2 HMT inh | SR-BI DiI inh | Wnt act | HTR5A inv ag
46 | 7 | 0 | -20 | -1 | 2
47 | -16 | 0 | 0 | -2 | 4
48 | -2 | 2 | -15 | 0 | -17
49 | 23 | 8 | · | 4 | -36
50 | 14 | · | 6 | 4 | 8

Only MITF act, PvdQ acylase and Wnt act (3 entries from above):
item	SMILES	MITF act	PvdQ acylase	Wnt act
46	Cn1ccnc1C(O)c1ccccc1 (centres undefined)	7	-5	-1
49	Cc1cc(C(=O)NCC2CCCCC2)ccc1[N+](=O)[O-]	23	-14	4
47	O=S(=O)(NCCOc1cccc2cccnc12)c1ccc(F)cc1	-16	-5	-2

Structures listed so far shown as hits in Wnt act.
cpd	structure	PvdQ acylase	V-ATPase pH	CDK5 p35 inh	dFosB activator	MITF act	NSD2 HMT inh	SR-BI DiI inh	Wnt act
29	O=C(c1cccs1)N1CCN=C1SCc1ccc(F)cc1	-8	-2	-1.2	-13	9	8	·	37*
